# Screening data as filed in PubChem BioAssay.
# M4 ag = agonists of human muscarinic M4 receptor (CHRM4) | CHO-K1 hM4/Gqi5, Fluo-8 calcium fluorescence; vehicle 0%, full acetylcholine response 100% | activation, % at 3 µM | 0.14% of 360,000 active | AID 624127;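 active = activation above the run mean over all test wells plus 3 SD, cut at about 32% in these data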;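 also: peak over basal fluorescence ratio per well then scaled between controls; 0% = DMSO wells and 100% = acetylcholine at EC100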
# Target sequence (P08173 whole entry, looked up): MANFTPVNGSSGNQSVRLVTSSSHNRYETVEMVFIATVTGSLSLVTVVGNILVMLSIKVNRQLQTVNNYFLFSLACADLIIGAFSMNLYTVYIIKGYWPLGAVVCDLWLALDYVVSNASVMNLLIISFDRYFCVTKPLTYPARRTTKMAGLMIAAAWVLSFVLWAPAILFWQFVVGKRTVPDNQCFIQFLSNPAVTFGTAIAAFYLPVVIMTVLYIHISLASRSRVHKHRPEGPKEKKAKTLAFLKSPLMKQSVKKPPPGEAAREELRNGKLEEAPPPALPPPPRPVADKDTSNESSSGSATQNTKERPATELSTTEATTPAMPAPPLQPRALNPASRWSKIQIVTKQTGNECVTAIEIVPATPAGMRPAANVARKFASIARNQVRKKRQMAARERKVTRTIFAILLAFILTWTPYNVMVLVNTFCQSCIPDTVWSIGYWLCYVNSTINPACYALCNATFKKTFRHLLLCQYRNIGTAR
# CHO-K1 Ca PAM = M1 PAM counterscreen hit in parental CHO-K1 cells; ATP EC20, Fluo-8 calcium fluorescence; 0% at ATP EC20, 100% at ATP max; activation, % at 3 µM; 0.02% of 360,000 active;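 active = activation above the run cutoff, the mean activation of all test compounds plus 3 SD, cut at about 40% in these data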;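 also: peak over basal fluorescence ratio in a 140 s read after ATP addition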
# M5 ag = CHRM5 agonism in calcium assay | AID 624037 | P08912 | 0.19% of 360,000 active | CHO-K1 hM5 cells, Fluo-8 calcium fluorescence; 0% DMSO wells, 100% maximal acetylcholine response | activation, % at 3 µM;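 active = activation above the run's mean over test compounds plus 3 SD, cut at about 23% in these data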;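 also: signal is peak over basal fluorescence ratio across the kinetic read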
# Target sequence (P08912 whole entry, looked up): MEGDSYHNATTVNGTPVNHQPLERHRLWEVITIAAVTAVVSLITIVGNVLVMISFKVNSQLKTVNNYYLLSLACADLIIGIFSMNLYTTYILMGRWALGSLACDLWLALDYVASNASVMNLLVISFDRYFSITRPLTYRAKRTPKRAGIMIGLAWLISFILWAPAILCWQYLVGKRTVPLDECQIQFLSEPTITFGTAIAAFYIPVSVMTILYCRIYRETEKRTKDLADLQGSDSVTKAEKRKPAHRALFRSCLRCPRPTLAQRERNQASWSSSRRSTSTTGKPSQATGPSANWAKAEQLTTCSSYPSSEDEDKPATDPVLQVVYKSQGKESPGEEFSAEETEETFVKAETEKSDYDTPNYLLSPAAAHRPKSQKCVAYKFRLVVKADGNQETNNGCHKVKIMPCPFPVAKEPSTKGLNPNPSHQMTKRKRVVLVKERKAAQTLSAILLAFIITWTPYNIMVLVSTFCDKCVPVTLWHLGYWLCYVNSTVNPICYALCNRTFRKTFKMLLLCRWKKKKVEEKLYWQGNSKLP
# CHRM4 antagonist = blocks acetylcholine activation of human M4 receptor; P08173; CHO-hM4 cells, ACh EC80, Fluo-8 calcium fluorescence; inhibition, % at 3 µM; 0.73% of 360,000 active;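 active = inhibition above its plate's cutoff, the mean inhibition of sample wells plus 3 SD, cut at about 27% in these data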;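 also: 0% = acetylcholine EC80 with DMSO and 100% = DMSO without agonist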
# M1 ag parental = nonselective activator or artifact in parental CHO-K1 cells | AID 602248 | 0.48% of 360,000 active | Fluo-8 calcium fluorescence; scaled to maximal ATP response, vehicle zero | activation, % at 3 µM; in the data active = activation above about 15%;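 also: untransfected CHO-K1 host cells lacking M1 receptor as counterscreen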
# M5 antag = antagonists of human muscarinic M5 receptor (CHRM5) | inhibition, % at 3 µM | 0.59% of 360,000 active | CHO-hM5 cells, Fluo-8 calcium fluorescence, ACh EC80 | AID 624040 | P08912;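 active = inhibition above a per-plate cutoff, the mean of that plate's test compounds plus 3 SD, cut at about 27% in these data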;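 also: 0% = acetylcholine EC80 with DMSO and 100% = DMSO without agonist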
# CHO-K1 Ca antag = nonselective inhibitor or artifact in parental CHO-K1 cells; inhibition, % at 3 µM; ATP-induced calcium, Fluo-8 fluorescence; AID 602250; 0.6% of 360,000 active;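 active = inhibition above a per-plate cutoff, the plate's mean sample inhibition plus 3 SD, cut at about 24% in these data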;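 also: 0% = DMSO plus EC80 ATP and 100% = DMSO alone without ATP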
# M5 PAM = potentiates acetylcholine response at human M5 receptor. activation, % at 3 µM. CHO-K1 hM5, Fluo-8 calcium, ACh EC20 PAM; 0% = ACh EC20, 100% = ACh EC100. 0.3% of 360,000 active;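 active = activation above the run cutoff, the mean activation of all test compounds plus 3 SD, cut at about 18% in these data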
#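 Assay system – human M5 receptor in CHO-K1 cells · Read-out – % activation, ACh-normalized · Technique – Fluo-8 calcium fluorescence · Dosing – single-point, 3 µM nominal · Incubation – Fluo-8 loading 80 min at 37 °C plus 30 min room temperature · Repeats – singlicate, one well per test compound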
# M4 PAM = potentiates acetylcholine response at human M4 receptor; P08173; CHO-K1 hM4/Gqi5, Fluo-8 calcium fluorescence, ACh EC20; 0% = ACh EC20, 100% = maximal ACh; activation, % at 3 µM; 0.4% of 360,000 active; AID 624126;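 active = activation above its plate's cutoff, the mean activation of sample wells plus 3 SD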; also: some results filed as inactive read as strong as hits
# Active calls of the source: *; & = joins results of further samples.
Structure,M4 ag,CHO-K1 Ca PAM,M5 ag,CHRM4 antagonist,M1 ag parental,M5 antag,CHO-K1 Ca antag,M5 PAM,M4 PAM
CCOC(=O)N1C(=O)C2(CCCCC2)N(c2ccccc2Cl)C1=S,-2,24,-8,6,0.0,6,-13,-7,-9
Nc1ncncc1-c1ccc2ccccc2c1,2,-4,-4,3,2.1,11,-13,-6,-1
Cc1ccccc1-n1ncc2c1CC(C)(C)CC2NC(=O)C1CCC1 (stereo unspecified),0,15,-2,-1,4.0,7,2,-2,4
CCCN1C(=O)c2cc(C(=O)Nc3ccccc3C)ccc2C1Nc1ccccc1C (stereo unspecified),6,3,5,10,2.0,6,-3,15,-6
CCOC(=O)C1=C(C)Nc2nc(SC)nn2C1c1ccc(C(=O)OC)cc1 (stereo unspecified),0,2,-1,10,0.1,3,1,1,14
CCOc1ccc2cc(C3CC(c4ccco4)=NN3S(C)(=O)=O)c(Cl)nc2c1 (stereo unspecified),4,26,-5,8,1.9,-4,-18,4,1
Cc1ccc(S(=O)(=O)N2CCCCC2CCNC(=O)C(=O)NCc2cccnc2)cc1 (stereo unspecified),2,1,-4,-11,-0.1,-1,7,-4,-3
CC1(C(=O)NS(=O)(=O)c2ccc(Cl)s2)CCN1C(=O)c1ccccc1CCc1ccccc1 (stereo unspecified),4,8,0,-9,-0.3,-3,-1,1,9
O=C(CCC1CCCCC1=O)c1ccccc1 (stereo unspecified),-1,10,-12,-3,0.0,4,-1,-1,3
COc1ccc(CCNC(=O)CSc2nc(=O)n3cccc(C)c3n2)cc1OC,0,2,-4,-13,0.8,3,-5,-7,9
C=CCn1c(SCC(=O)Nc2cc(C)on2)nnc1-c1ccncc1,0,7,1,-15,0.2,-4,-5,0,6
Cc1c(Cc2ccccc2)c(=O)oc2c(C)c(OCc3nn[nH]n3)ccc12,0,-3,-2,11,-0.4,15,9,-2,3
Cc1nnc(SCC(=O)NC2CCCCCC2)n1N,0,19,0,0,0.3,8,-16,-3,7
Cc1ccc(NC(=S)N(C)C)cc1C,1,18,-4,1,0.9,11,-9,-7,0
CC(=O)Nc1ccc(NC(=O)C(C)Sc2nnc(-c3cccs3)o2)cc1 (stereo unspecified),1,17,2,0,1.6,8,-16,5,3
Cc1cccc(S(=O)(=O)NC(=O)C2(C)CCN2C(=O)C/C=C/c2ccccc2)c1 (stereo unspecified),1,16,1,-8,1.1,9,-12,0,-1
CS(=O)(=O)Nc1ccc(-c2ccc(/C=C3\SC(N)=NC3=O)o2)cc1,2,0,2,15,0.3,10,-9,-7,-6
Cc1ccc(NC(=S)NCCc2c[nH]c3ccccc23)cc1,3,24,-5,19,1.1,-4,-6,2,-9
O=C1NC[C@@H](CCCCN2CCN(CCc3ccc(O)cc3)C(=O)C2=O)N(CCC2CCCCC2)C1=O,1,12,0,0,0.8,-4,-17,-2,7
Cc1nnc(SCC(=O)NCc2ccco2)[nH]c1=O,0,15,-2,-3,-0.2,10,-6,-2,6
CC(C)c1nc2sc3c(c2c(=O)[nH]1)CC(C)(C)OC3,0,-3,-4,-1,6.8,1,-2,-2,2
CC(C)C(NC(=O)c1ccccc1Cl)C(=O)OCc1nc2scc(-c3ccccc3Cl)c2c(=O)[nH]1 (stereo unspecified),6,21,3,5,2.2,4,-3,0,-7
COc1ccc(C)cc1NC(=O)CSc1nc(=O)n(CCCN2CCOCC2)c2c1CCCC2,3,15,-2,-3,1.0,12,7,-3,-3
CC(C)(C)C(=O)N1CCC(O)(CS(=O)(=O)Cc2ccccc2Cl)CC1,0,14,1,4,0.0,0,2,1,12
CC(=O)Nc1ccc2[nH]c3ccccc3c2c1,1,10,2,8,0.3,1,-7,-5,0

# (list continues)
Structure,M4 ag,CHO-K1 Ca PAM,M5 ag,CHRM4 antagonist,M1 ag parental,M5 antag,CHO-K1 Ca antag,M5 PAM,M4 PAM
O=C(CO/N=C/c1cccc([N+](=O)[O-])c1)NC1CCCCC1,1,26,-6,-23,2.2,-2,-18,-2,6
COc1ccc(CCC(=O)Nc2nc3ccccc3[nH]2)cc1,2,7,-2,-12,-0.1,2,1,-4,13
CC1CCN(C(=O)Cn2nnnc2CN2CCOCC2)CC1,1,13,-3,0,0.6,3,-10,0,3
Cc1cc(NS(=O)(=O)c2ccc(NS(=O)(=O)c3ccc(Br)cc3)cc2)no1,0,4,-4,11,1.0,-2,-5,2,-6
O=C(O)c1cccc(Nc2ncnc3sccc23)c1,0,19,1,1,0.5,1,-6,-2,2
CC(=O)Nc1cccc(N)c1,2,11,1,-1,0.9,2,-16,-3,8
O=C(OCc1cc(=O)n2c(n1)sc1ccccc12)c1ccc(O)cc1,7,17,0,-14,3.4,-2,-3,-3,2
COc1ccc(/C=C2\SC(=S)N(CCC(=O)N(CCO)c3ccccc3)C2=O)cc1OC,1,-8,-2,1,0.4,6,-2,-1,-1
CCCCc1ccc(NC(=O)CC(C)(C)C)cc1,-1,13,-5,0,0.6,4,-7,-2,-3
C[C@H](CO)N1C[C@H](C)[C@H](CN(C)S(=O)(=O)c2ccccc2)Oc2c(NS(C)(=O)=O)cccc2C1=O,2,10,2,-2,0.5,-1,-15,9,9
CC1=C(C)/C(=N\OS(=O)(=O)c2ccc(C)cc2)C=CC1=O,12,-10,13,60*,7.3,24,34*,3,-9
C/C(CCc1ccccc1)=N\NC(=O)C1C2CCCCC21 (stereo unspecified),-1,-7,-4,13,0.0,7,0,-8,-10
C=C(C)COc1ccc(-c2nc(N)ncc2-c2ccc(OC)c(OC)c2)c(O)c1,1,14,-10,-2,-0.4,3,-9,-7,-2
COc1ccc(NCc2nnc(SCC(=O)Nc3ccc(OC)cc3)n2C)cc1,1,8,-2,1,-0.3,2,-3,0,-1
CCOc1ccc2[nH]c(C)c(CN(C)C)c(=O)c2c1,0,10,1,-7,0.3,-13,-8,1,10
CC(C)(C)S(=O)(=O)/C(C#N)=C/Nc1ccccn1,1,-2,2,-8,-0.2,-5,-4,0,-1
COc1ccc(CC/C(C)=N\NC(N)=O)cc1,0,2,-3,-1,-0.3,15,-2,-1,-1
COC(=O)Cc1c(O)ccn(C2CC2)c1=O,0,23,-3,-3,1.4,4,-16,-3,-1
CC(NC(=O)CN(C)CC(=O)Nc1ccc(F)c(F)c1F)c1ccccc1 (stereo unspecified),1,8,0,-4,0.3,1,18,-2,-4
CCC(C)Sc1cc(-c2nc3ccc(Cl)cn3c2NC2CCCCC2)ccc1OC (stereo unspecified),0&-2,14&-15,5&-1,-4&-12,0.1&0.5,-8&1,-12&1,12&-8,1&11
Cc1nnc(NC(=O)CSc2nnc(CNC(=O)c3ccccc3F)n2C(C)C)s1,1,-6,6,1,0.4,4,-3,-12,1
O=C(O)c1cc(S(=O)(=O)N2CCN(C(c3ccccc3)c3ccccc3)CC2)ccc1Cl,1,21,-10,-6,0.7,3,-9,-3,-1
Cc1cc(C)c(S(=O)(=O)N(C)CC(=O)NCc2cccnc2)c(C)c1,3,-5,-7,-4,1.0,2,-8,-3,-1
O=C1CCCc2ccccc2N1Cc1cccc(Cl)c1,-1,4,-9,-4,-0.6,1,1,2,-3
Cc1ccc(C2/C(=C(/O)c3cnn(-c4ccccc4)c3C)C(=O)C(=O)N2CCN2CCOCC2)o1 (stereo unspecified),1,16,-3,-6,0.8,-1,-10,-4,2

# Following part
Structure,M4 ag,CHO-K1 Ca PAM,M5 ag,CHRM4 antagonist,M1 ag parental,M5 antag,CHO-K1 Ca antag,M5 PAM,M4 PAM
Cc1[nH][nH]c(=O)c1C(c1ccc(-c2ccc(C(=O)O)cc2)o1)c1c(C)[nH][nH]c1=O,1,22,1,-2,0.2,8,-11,-3,0
COc1ccc(Br)cc1CN1CCN(C(=O)c2ccco2)CC1,1,4,-4,0,1.6,5,-10,-1,-3
COCCNC(=O)CN1CCC(NC(=O)c2ccco2)CC1,1,14,0,-4,0.0,3,-6,-7,-4
CCC(C)NC(=O)c1cc2c(=O)n3cccc(C)c3nc2s1 (stereo unspecified),3,-10,-2,0,1.4,-2,-13,-6,-7
CC1CCC(NC(=O)COc2ccc(C(=O)c3ccccc3)cc2)CC1 (stereo unspecified),4,-1,0,-2,2.1,-6,4,1,-7
COc1ccc(C(=O)C2CCCN(Cc3cnc(N4CCOCC4)s3)C2)cc1F (stereo unspecified),3,15,1,-5,29*,-3,-5,3,-9
Cc1ccc2c(c1)N(CCC(=O)NCc1ccco1)C(=O)CO2,0,9,4,4,0.1,-2,-1,1,17
Brc1ccc(CSc2nnc(-c3cccnc3)o2)cc1,0,12,-6,3,0.4,8,-2,-4,-2
Cn1cccc1CC(=O)N/N=C/c1cccc([N+](=O)[O-])c1,1,19,0,-1,0.3,-6,-8,7,3
COC(=O)C(CC(C)C)NC(=O)C(Cc1ccccc1)NC(=O)C1CCCN1C(=O)OC(C)(C)C (stereo unspecified),1,6,1,-3,-0.1,-1,3,-3,-5
C[C@@H](C(=O)N1CCNCC1)n1cc(CCC(=O)O)nn1,0,0,1,-4,0.1,5,-3,11,-5

# 12 entries from above, with values under each structure.
# Every second line gives: M4 ag | CHO-K1 Ca PAM | M5 ag | CHRM4 antagonist | M1 ag parental | M5 antag | CHO-K1 Ca antag | M5 PAM | M4 PAM
Cc1ccc(C2/C(=C(/O)c3cnn(-c4ccccc4)c3C)C(=O)C(=O)N2CCN2CCOCC2)o1 (stereo unspecified)
→ 1 | 16 | -3 | -6 | 0.8 | -1 | -10 | -4 | 2
Cc1[nH][nH]c(=O)c1C(c1ccc(-c2ccc(C(=O)O)cc2)o1)c1c(C)[nH][nH]c1=O
→ 1 | 22 | 1 | -2 | 0.2 | 8 | -11 | -3 | 0
COc1ccc(Br)cc1CN1CCN(C(=O)c2ccco2)CC1
→ 1 | 4 | -4 | 0 | 1.6 | 5 | -10 | -1 | -3
COCCNC(=O)CN1CCC(NC(=O)c2ccco2)CC1
→ 1 | 14 | 0 | -4 | 0.0 | 3 | -6 | -7 | -4
CCC(C)NC(=O)c1cc2c(=O)n3cccc(C)c3nc2s1 (stereo unspecified)
→ 3 | -10 | -2 | 0 | 1.4 | -2 | -13 | -6 | -7
CC1CCC(NC(=O)COc2ccc(C(=O)c3ccccc3)cc2)CC1 (stereo unspecified)
→ 4 | -1 | 0 | -2 | 2.1 | -6 | 4 | 1 | -7
COc1ccc(C(=O)C2CCCN(Cc3cnc(N4CCOCC4)s3)C2)cc1F (stereo unspecified)
→ 3 | 15 | 1 | -5 | 29* | -3 | -5 | 3 | -9
Cc1ccc2c(c1)N(CCC(=O)NCc1ccco1)C(=O)CO2
→ 0 | 9 | 4 | 4 | 0.1 | -2 | -1 | 1 | 17
Brc1ccc(CSc2nnc(-c3cccnc3)o2)cc1
→ 0 | 12 | -6 | 3 | 0.4 | 8 | -2 | -4 | -2
Cn1cccc1CC(=O)N/N=C/c1cccc([N+](=O)[O-])c1
→ 1 | 19 | 0 | -1 | 0.3 | -6 | -8 | 7 | 3
COC(=O)C(CC(C)C)NC(=O)C(Cc1ccccc1)NC(=O)C1CCCN1C(=O)OC(C)(C)C (stereo unspecified)
→ 1 | 6 | 1 | -3 | -0.1 | -1 | 3 | -3 | -5
C[C@@H](C(=O)N1CCNCC1)n1cc(CCC(=O)O)nn1
→ 0 | 0 | 1 | -4 | 0.1 | 5 | -3 | 11 | -5

# Pulled one by one from above, two records:
Structure,M4 ag,CHO-K1 Ca PAM,M5 ag,CHRM4 antagonist,M1 ag parental,M5 antag,CHO-K1 Ca antag,M5 PAM,M4 PAM
COC(=O)C(CC(C)C)NC(=O)C(Cc1ccccc1)NC(=O)C1CCCN1C(=O)OC(C)(C)C (stereo unspecified),1,6,1,-3,-0.1,-1,3,-3,-5
COc1ccc(Br)cc1CN1CCN(C(=O)c2ccco2)CC1,1,4,-4,0,1.6,5,-10,-1,-3
